Rtt109 Vps75 = inhibitors of Candida albicans Rtt109/Vps75 histone acetyltransferase; purified Rtt109/Vps75, ThioGlo CoA-SH fluorescence, 4 h; inhibition, % at 34.9 µM; AID 540336; 330,000 tested, 0.16% active; Q5AAJ8;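 active means inhibition of at least 50% in every replicate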
CAL PDZ FP-1 = inhibitors of human CAL PDZ peptide binding. Q9HD26. purified CAL PDZ, TMR-peptide fluorescence polarization, 1 h. inhibition, % at 24.9 µM. 300,000 tested, 0.92% active. AID 602252;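 active means mean inhibition of at least 30% with at least half of replicates also reaching 30%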;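 further: 0% = DMSO neutral control and 100% = excess unlabeled competitor peptide PRC23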
SR-BI DiI-HDL act = enhances SR-BI lipid uptake from DiI-HDL; CHO ldlA[mSR-BI] cells, DiI-HDL uptake fluorescence, 3 h; 100 = double the neutral-control signal; activation, % at 12.5 µM; 320,000 tested, 0.096% active;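 active means mean replicate activation of at least 60% and every replicate at or above 60%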;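 further: 0% = median plate neutral-control signal and 100% = twice that signal; values of inactives mirror those of a sister screen read the other way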
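Test system: SR-BI-overexpressing, LDLR-lacking CHO cells. Measured by: DiI fluorescence, bottom read. Medium: Ham's F12 with 0.5% BSA, HEPES 25 mM, pH 7.4. Timing: 3 h uptake period with compound, 37 °C.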
SR-BI HDL uptake = inhibitors of mouse SR-BI mediated HDL lipid uptake. Q61009. ldlA[mSR-BI] CHO cells, DiI-HDL uptake fluorescence, 3 h. inhibition, % at 12.5 µM. 320,000 tested, 0.96% active;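 active means mean replicate inhibition of at least 70% and a set share of replicates each scoring 70 or more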;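 further: 0% = median of neutral control wells and 100% = median of positive control wells; values of inactives mirror those of a sister screen read the other way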
Target sequence (Q61009 whole entry, looked up): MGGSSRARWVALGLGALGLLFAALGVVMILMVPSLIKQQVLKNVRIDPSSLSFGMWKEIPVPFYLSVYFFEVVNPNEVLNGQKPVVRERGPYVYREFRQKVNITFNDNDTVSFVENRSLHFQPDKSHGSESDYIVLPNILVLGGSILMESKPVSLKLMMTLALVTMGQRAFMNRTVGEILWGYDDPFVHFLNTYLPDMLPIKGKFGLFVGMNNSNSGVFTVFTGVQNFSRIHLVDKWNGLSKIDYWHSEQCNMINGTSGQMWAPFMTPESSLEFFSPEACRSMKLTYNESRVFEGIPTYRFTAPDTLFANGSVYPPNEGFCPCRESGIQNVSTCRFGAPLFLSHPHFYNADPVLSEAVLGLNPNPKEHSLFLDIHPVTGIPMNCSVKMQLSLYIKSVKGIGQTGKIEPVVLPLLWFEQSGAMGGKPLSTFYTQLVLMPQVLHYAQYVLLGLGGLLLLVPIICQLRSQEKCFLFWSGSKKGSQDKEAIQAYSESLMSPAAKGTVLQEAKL
MITF TRPM1 HTS = MITF TRPM1 promoter activation in melanoma cells | SK-MEL-5 TRPM1-promoter luciferase, 24 h; % of positive control, neutral wells = 0 | AID 588334 | activation, % at 12.5 µM | 300,000 tested, 0.75% active;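 active means mean activation of at least 80% with every replicate also reaching 80%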;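 further: 0% = neutral control wells and 100% = parthenolide positive control wells; values of inactives mirror those of a sister screen read the other way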
PvdQ inh = P. aeruginosa PvdQ acylase inhibition; 340,000 tested, 0.063% active; AID 488965; purified PvdQ acylase, fluorescence plate reader; inhibition, % at 10 µM; in the data active means inhibition above about 30%, passing the limit was not always enough;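 further: 0% = vehicle neutral wells and 100% = reference inhibitor wells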
CAL PDZ FP-2 = inhibitors of human CAL PDZ peptide binding; purified CAL PDZ, TMR-peptide fluorescence polarization, 1 h; AID 504414; 330,000 tested, 0.02% active; inhibition, % at 20 µM;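 active means highest replicate inhibition of at least 40%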;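 further: plate controls were DMSO neutral control wells for no effect and unlabeled competitor peptide control wells for full effect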
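System: tagged CAL PDZ domain. Schedule: 1 h room-temperature incubation prior to read. Signal: fluorescence polarization (mP). Measure: percent inhibition from loss of millipolarization.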
PfHsp90 set2 = inhibits growth of yeast expressing Plasmodium falciparum Hsp90. S. cerevisiae expressing PfHsp90, BacTiter-Glo ATP, 48 h; yeast lacking PDR1 and PDR3 efflux regulators. inhibition, % at 9.4 µM. 310,000 tested, 0.32% active. AID 504621;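 active means every replicate shows inhibition above about 80%, whatever the replicate mean, limit read from the data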;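 further: 0% = DMSO neutral controls and 100% = 20 µM radicicol positive controls; yeast relying on Plasmodium falciparum Hsp90 in place of its own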
NSD2 inh = NSD2 (human) methyltransferase inhibition | O96028 | NSD2 peptide methylation, AlphaScreen, 120 min | inhibition, % at 12.5 µM | 310,000 tested, 0.54% active | AID 743445; in the data active means inhibition above about 50%
dFosB activator = enhances mouse delta FosB homodimer DNA binding | P13346 | purified delta FosB, TAMRA-CDK5 oligo fluorescence polarization; percent of positive-control signal above neutral wells | activation, % at 25 µM | 340,000 tested, 0.99% active | AID 493131;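 active means mean activation above about 17%, with every replicate also reaching it, limit read from the data, passing the limit was not always enough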;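 further: fluorescence polarization rise as delta FosB binds a TAMRA Cdk5 AP-1 oligo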
Target sequence (P13346 whole entry, looked up): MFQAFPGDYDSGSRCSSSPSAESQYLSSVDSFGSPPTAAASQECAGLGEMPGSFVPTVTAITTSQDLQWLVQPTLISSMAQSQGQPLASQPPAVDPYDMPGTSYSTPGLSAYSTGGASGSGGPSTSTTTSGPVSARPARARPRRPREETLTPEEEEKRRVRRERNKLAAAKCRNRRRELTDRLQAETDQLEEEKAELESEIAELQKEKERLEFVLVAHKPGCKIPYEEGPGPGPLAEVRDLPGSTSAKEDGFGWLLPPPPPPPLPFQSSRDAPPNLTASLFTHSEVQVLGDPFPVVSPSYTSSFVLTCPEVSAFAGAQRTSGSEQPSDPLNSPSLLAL
* hit, by the source's call; / = no result given. Hits appear at their usual frequency; overall some 4.3% were active at least once.

SMILES | Rtt109 Vps75 | CAL PDZ FP-1 | SR-BI DiI-HDL act | SR-BI HDL uptake | MITF TRPM1 HTS | PvdQ inh | CAL PDZ FP-2 | PfHsp90 set2 | NSD2 inh | dFosB activator
O=C(c1n[nH]c2ccccc12)N1CCN(S(=O)(=O)c2ccc(Cl)cc2)CC1 | -4 | / | -15 | 15 | 6 | -11 | -1.2 | -24 | -5 | -10
COc1cccc(-c2cc(C(=O)N/N=C/c3cccc(OC)c3OC)c3ccccc3n2)c1 | 4 | -11 | -61 | 61 | 6 | -9 | -0.2 | -3 | -2 | -7
CC1CCCN(C(=O)CCNC(=O)Cn2cnc3ccccc3c2=O)C1 (configuration not stated) | 8 | 4 | / | / | -3 | 11 | -0.7 | -16 | -3 | 1
c1ccc(OCc2cc(-c3ccccc3)no2)cc1 | -3 | -2 | 3 | -3 | 71 | -3 | 0.2 | -9 | -10 | -7
Nc1ccc(C(=O)N/N=C/c2cccc(Oc3ccccc3)c2)cc1 | 14 | -3 | -1 | 1 | 32 | -7 | 17 | -11 | 2 | 2
O=C(Nc1ccc2snnc2c1)N1CCCCC1 | -9 | -18 | 32 | -32 | -4 | 5 | -0.6 | 7 | -2 | 1
COc1cccc(NC(=O)C2CCN(S(=O)(=O)c3ccc4c(c3)C(C)(C)C(=O)N4C)CC2)c1 | -6 | / | 12 | -10 | / | -13 | -1.0 | -15 | / | -4
Cc1ccc(S(=O)(=O)N2CCC(C(=O)OCC(=O)N3CCCC(C)C3)CC2)cc1C (configuration not stated) | -1 | -3 | -15 | 15 | 4 | 15 | -0.1 | -35 | -2 | -5
CCNC(=O)NC1(C(=O)Nc2ccc3c(c2)OCCO3)CCCCC1 | -4 | 0 | 19 | -19 | -18 | -10 | / | -2 | 1 | -4
CCSc1nc(N)c(NC(=O)c2ccc(Br)o2)c(=O)[nH]1 | -1 | -4 | 34 | -34 | 0 | -8 | -1.0 | 12 | 0 | -2
COC(=O)c1ccc(CSc2nc3c(cnn3-c3ccc(C)cc3)c(=O)[nH]2)o1 | -1 | -4 | 12 | -12 | -11 | -10 | -1.8 | -30 | -1 | 10
CCN(CC)S(=O)(=O)c1ccc(N2CCOCC2)c(NC(=O)c2ccccc2)c1 | 0 | 1 | -5 | 5 | 31 | -14 | -0.2 | -6 | -3 | -5
Cn1c(CNC(=O)C(C)(C)C)nc2ccccc21 | -3 | 0 | 26 | -26 | / | -10 | 0.1 | / | -4 | -5
COc1ccc(C(=O)C2CCCN(Cc3cccc4c3OCO4)C2)cc1OC (configuration not stated) | 2 | -4 | 13 | -13 | -13 | 0 | -2.7 | -8 | 1 | -7
Cc1onc(-c2ccccc2)c1C(=O)Nc1ccc(Br)cc1Cl | 10 | -2 | -22 | 22 | 16 | 6 | -0.2 | -19 | -2 | -10

Given in markdown: 11 of the compounds above.
| canonical_smiles | Rtt109 Vps75 | CAL PDZ FP-1 | SR-BI DiI-HDL act | SR-BI HDL uptake | MITF TRPM1 HTS | PvdQ inh | CAL PDZ FP-2 | PfHsp90 set2 | NSD2 inh | dFosB activator |
| --- | --- | --- | --- | --- | --- | --- | --- | --- | --- | --- |
| Nc1ccc(C(=O)N/N=C/c2cccc(Oc3ccccc3)c2)cc1 | 14 | -3 | -1 | 1 | 32 | -7 | 17 | -11 | 2 | 2 |
| O=C(Nc1ccc2snnc2c1)N1CCCCC1 | -9 | -18 | 32 | -32 | -4 | 5 | -0.6 | 7 | -2 | 1 |
| COc1cccc(NC(=O)C2CCN(S(=O)(=O)c3ccc4c(c3)C(C)(C)C(=O)N4C)CC2)c1 | -6 | / | 12 | -10 | / | -13 | -1.0 | -15 | / | -4 |
| Cc1ccc(S(=O)(=O)N2CCC(C(=O)OCC(=O)N3CCCC(C)C3)CC2)cc1C (configuration not stated) | -1 | -3 | -15 | 15 | 4 | 15 | -0.1 | -35 | -2 | -5 |
| CCNC(=O)NC1(C(=O)Nc2ccc3c(c2)OCCO3)CCCCC1 | -4 | 0 | 19 | -19 | -18 | -10 | / | -2 | 1 | -4 |
| CCSc1nc(N)c(NC(=O)c2ccc(Br)o2)c(=O)[nH]1 | -1 | -4 | 34 | -34 | 0 | -8 | -1.0 | 12 | 0 | -2 |
| COC(=O)c1ccc(CSc2nc3c(cnn3-c3ccc(C)cc3)c(=O)[nH]2)o1 | -1 | -4 | 12 | -12 | -11 | -10 | -1.8 | -30 | -1 | 10 |
| CCN(CC)S(=O)(=O)c1ccc(N2CCOCC2)c(NC(=O)c2ccccc2)c1 | 0 | 1 | -5 | 5 | 31 | -14 | -0.2 | -6 | -3 | -5 |
| Cn1c(CNC(=O)C(C)(C)C)nc2ccccc21 | -3 | 0 | 26 | -26 | / | -10 | 0.1 | / | -4 | -5 |
| COc1ccc(C(=O)C2CCCN(Cc3cccc4c3OCO4)C2)cc1OC (configuration not stated) | 2 | -4 | 13 | -13 | -13 | 0 | -2.7 | -8 | 1 | -7 |
| Cc1onc(-c2ccccc2)c1C(=O)Nc1ccc(Br)cc1Cl | 10 | -2 | -22 | 22 | 16 | 6 | -0.2 | -19 | -2 | -10 |

The list goes on:
SMILES | Rtt109 Vps75 | CAL PDZ FP-1 | SR-BI DiI-HDL act | SR-BI HDL uptake | MITF TRPM1 HTS | PvdQ inh | CAL PDZ FP-2 | PfHsp90 set2 | NSD2 inh | dFosB activator
CN(C)C(=O)CCc1ccc2c3c([nH]c2c1)[C@]1(CCC2CCCC2)[C@@H](C(=O)N2CCOCC2)C[C@H](CC(=O)NC(C)(C)C)C(=O)N1CC3 | 0 | -6 | 34 | -34 | -6 | -2 | -0.1 | -2 | / | -9
CCCc1nc2oc3ccccc3c(=O)c2c(=O)n1CCCOC | -7 | 2 | 5 | -5 | / | -10 | 0.2 | -1 | -1 | -17
CNc1nc(CC(C)=O)ns1 | -4 | -5 | 6 | -6 | -2 | -5 | / | -14 | 0 | 6
CCN(CC)CCCC(C)NC(=O)c1c(NC(=O)c2ccccc2)sc2c1CCCC2 (configuration not stated) | -13 | 2 | 10 | -10 | / | -1 | -0.2 | 7 | / | 1
CCn1c(CC(=O)Nc2ccc(C)c(Cl)c2)nnc1SCC(=O)Nc1nc(C)cs1 | 0 | / | -2 | 2 | 8 | 7 | -1.6 | / | -2 | 10
COC(=O)c1sccc1NC(=O)C1C2C=CC(C2)C1C(=O)O (configuration not stated) | -11 | -5 | 33 | -33 | -4 | -14 | / | 15 | -3 | -6
COc1ccc(Cc2nnc(CCc3ccccc3)s2)cc1 | -3 | -3 | 18 | -18 | / | -30 | -1.6 | -16 | -8 | -2
CCn1cc(CN2CCN(CCC(C)C)C(CCO)C2)c2ccccc21 (configuration not stated) | 9 | / | 12 | -12 | 5 | -11 | -0.3 | -12 | 2 | -6
C/C=C/c1ccc(OCC(=O)O)c(OC)c1 | 8 | -1 | / | / | -1 | 2 | -3.2 | -11 | 0 | 2
Cc1ccccc1NC(=O)C(C#N)Cc1cccnc1 (configuration not stated) | 3 | -3 | 44 | -44 | -4 | 1 | -0.5 | -18 | 6 | -1
Cc1nc2scc(C)n2c(=O)c1S(=O)(=O)N1CCN(c2cccc(C(F)(F)F)c2)CC1 | 4 | 1 | 1 | -1 | -18 | -3 | -0.8 | 7 | -2 | -23
Cc1cccc(C)c1-n1c(C)cc(/C=C2\C(=O)NN(c3ccccc3)C2=O)c1C | 13 | / | -9 | 9 | 22 | 7 | -1.6 | 19 | 45 | -13
Cc1cc(=O)[nH]c2[nH][nH]c(=O)c12 | -7 | 0 | 2 | -2 | 6 | -8 | -0.8 | -41 | -3 | 7
COc1ccccc1CNC(=O)CN1C(=O)NC(Cc2ccccc2)(c2ccccc2)C1=O (configuration not stated) | -5 | 7 | -41 | 41 | -6 | 4 | -1.6 | -8 | 3 | -4
O=C(Cc1sc(Nc2ccccc2)nc1-c1ccccc1)NCc1ccccc1 | -5 | -1 | 2 | -2 | 22 | 5 | -0.6 | -27 | -1 | -7
O=C(CSc1nnc(-c2ccc(F)cc2)o1)NC1CCCC1 | 1 | -6 | 8 | -8 | 3 | -8 | -0.5 | 7 | -3 | -8
CC1CCCCC1NC(=O)CN1C(=O)NC(C)(c2ccc(OC(F)F)cc2)C1=O (configuration not stated) | 3 | -5 | 13 | -13 | -11 | -11 | / | -11 | 5 | -2
S=C(NCc1cccnc1)Nc1cccc(Cl)c1 | 4 | -3 | 29 | -29 | 2 | -11 | 0.8 | 25 | 0 | 1
O=C(CCc1ccc(S(=O)(=O)NC2CCCCC2)cc1)NCc1ccccc1 | -3 | -3 | 3 | -3 | -2 | -16 | -0.2 | 18 | 0 | -6
CCCCCc1ccc(-c2cn(CN3C(=O)c4ccccc4C3=O)nn2)cc1 | 5 | -4 | 37 | -37 | 2 | 13 | 0.0 | 9 | / | 3
CCOC(=O)c1c(N2C(=O)CC(Sc3ccccc3C(=O)O)C2=O)sc(C)c1C (configuration not stated) | 19 | 0 | / | / | 8 | -4 | -1.7 | -37 | 5 | -8
CC(C)(C)OC(=O)NCCc1nnc(S(=O)(=O)Cc2ccc(Cl)cc2Cl)o1 | -4 | 3 | 26 | -26 | -4 | 4 | -0.6 | / | -1 | -2
COc1cc(NC(=O)Cc2ccccc2)nc(OC)n1 | 0 | -6 | 13 | -13 | -7 | -4 | -1.5 | -2 | 2 | -9
Fc1ccc(CN2CCSCC2)cc1Br | -2 | / | 4 | -4 | 3 | 7 | -0.4 | 8 | 2 | 5
COc1cc(C(=O)NCCC(=O)NC2CCCc3ccccc32)cc(OC)c1OC (configuration not stated) | -1 | 1 | 5 | -5 | -1 | -7 | -0.5 | -35 | 4 | -5
CC1CCCN(S(=O)(=O)c2ccc(NC(=O)C3CCN(C(=O)C(C)(C)C)CC3)cc2)C1 (configuration not stated) | -6 | -5 | 13 | -13 | / | -1 | -1.9 | -4 | 1 | 0
Cn1c(=O)c2c(nc(NCCOc3ccc(F)cc3)n2C)n(C)c1=O | -4 | 3 | -11 | 11 | -1 | -6 | -5.1 | 15 | -1 | -11
CC(C)c1ccc(-n2c(-c3ccccc3)c[n+]3c2CCc2ccccc2-3)cc1 | 33 | -1 | -2 | 2 | -88 | -9 | -1.2 | 28 | / | -12
CS(=O)(=O)c1ccc(C(=O)CN2C(=O)NC3(CCCc4ccccc43)C2=O)cc1 (configuration not stated) | 4 | / | 0 | 0 | 1 | -14 | -0.1 | 21 | 2 | -12
CCN1CCCC1Cn1cnc2c([nH]c3ccc(Cl)cc32)c1=O (configuration not stated) | 13 | -4 | 30 | -30 | / | -10 | -0.2 | 15 | 17 | -7
NC(=S)N=Nc1ccc(O)cc1 | 3 | -1 | 3 | -3 | -3 | -16 | -0.1 | -9 | 21 | 1
